# ABCB6 inh MLPCN: human ABCB6 transporter inhibition | K562-ABCB6 porphyrin accumulation, flow cytometry, 1 h; stronger effect = lower value | fluorescence ratio to DMSO, % at 10 µM | 360,000 tested, 0.19% active;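 active = fluorescence ratio to DMSO below 75%, the collection mean minus 3 SD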;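 note: signal is porphyrin accumulated inside mitochondria; 100% equals median channel fluorescence of DMSO control wells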
# Cardio protect: myocardial damage modulation in H9c2 cells | H9c2 cardiomyocytes, H2O2 injury protection, ATPLite, 2 h | protection from H2O2 cell death, % at 20 µM | 360,000 tested, 0.63% active;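 active = compounds giving at least 50% protection of heart cells from peroxide-induced death in the single-dose screen, raw or plate-pattern-corrected value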;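 note: 0% = DMSO wells with peroxide and 100% = DMSO wells without peroxide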
# MC4R ag barr: activates human MC4R beta-arrestin recruitment; activation, % at 8.9 µM; U2OS MC4R beta-arrestin complementation, luminescence; percent of melanotan II response, DMSO zero; 360,000 tested, 0.98% active;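 active = activation above a per-plate cutoff, the mean activation of sample wells on that plate plus 3 SD, cut at about 8% in these data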
# Target sequence (P32245 whole entry, looked up): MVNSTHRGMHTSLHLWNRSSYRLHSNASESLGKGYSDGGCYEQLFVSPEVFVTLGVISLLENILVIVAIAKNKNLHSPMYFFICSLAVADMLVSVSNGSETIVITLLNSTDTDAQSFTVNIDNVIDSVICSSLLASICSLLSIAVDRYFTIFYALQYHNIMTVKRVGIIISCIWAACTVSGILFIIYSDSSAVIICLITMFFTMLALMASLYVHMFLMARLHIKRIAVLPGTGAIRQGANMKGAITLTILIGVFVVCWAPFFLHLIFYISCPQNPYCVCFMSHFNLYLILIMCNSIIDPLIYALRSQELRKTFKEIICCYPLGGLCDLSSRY
# PDI turbidity: blocks human protein disulfide isomerase activity; AID 588391; P07237; inhibition, % at 10 µM; PDI insulin aggregation turbidity, A650, 90 min; 350,000 tested, 0.052% active;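 active = mean inhibition across replicates of 30% or more, whatever share of single replicates reach that level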;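 note: absorbance from insulin aggregation driven by PDI reduction with DTT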
# HTR2A ag: activates the mouse 5-HT2A serotonin receptor; P35363; CHO-K1 mHTR2A beta-arrestin complementation, luminescence; percent of 30 µM serotonin response; activation, % at 7.6 µM; 360,000 tested, 0.66% active;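 active = activation above a run cutoff, the mean activation of all tested compounds plus 3 SD, cut at about 14% in these data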;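 note: 0% = plate median of compound wells and 100% = 30 µM serotonin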
# Target sequence (P35363 whole entry, looked up): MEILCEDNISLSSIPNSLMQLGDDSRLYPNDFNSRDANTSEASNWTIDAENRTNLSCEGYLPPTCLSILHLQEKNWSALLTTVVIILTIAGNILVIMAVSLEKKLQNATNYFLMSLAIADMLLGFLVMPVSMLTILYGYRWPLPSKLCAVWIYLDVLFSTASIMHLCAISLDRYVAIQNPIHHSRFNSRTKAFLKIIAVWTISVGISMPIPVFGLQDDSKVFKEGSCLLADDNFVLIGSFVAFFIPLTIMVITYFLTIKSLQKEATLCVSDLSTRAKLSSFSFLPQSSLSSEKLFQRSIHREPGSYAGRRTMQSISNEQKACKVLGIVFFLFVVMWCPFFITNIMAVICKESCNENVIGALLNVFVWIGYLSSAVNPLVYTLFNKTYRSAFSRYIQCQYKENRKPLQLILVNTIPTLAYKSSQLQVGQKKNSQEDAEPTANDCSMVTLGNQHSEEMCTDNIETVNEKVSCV
# N-glyco inh: N-linked glycosylation inhibition | D54 ERlucT glycosylation luciferase reporter, 24 h; percent of 100 nM tunicamycin response | reporter increase, % at 12.5 µM | 360,000 tested, 0.23% active | AID 588692;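 active = mean luciferase reporter signal, scaled so untreated is 0 and the glycosylation-blocking control 100, at or above a set limit in every replicate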;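 note: luciferase carries N-glycosylation sites so blocking glycosylation raises the light; 0% = median of neutral control wells and 100% = median of 100 nM tunicamycin wells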
# CaV13 ICDI inh: Disruptors of the CACNA1D IQ motif to Ca2+-dependent inactivation inhibitor domain association, primary screening, Förster resonance energy transfer in intact living …; HEK cells, CFP/YFP FRET ICDI-IQ, plate reader, 10 min; percent FRET-ratio fall versus neutral wells; inhibition, % at 12.3 µM; 340,000 tested, 0.098% active; AID 743397;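 active = mean replicate inhibition of at least 30% and at least 1% of replicates passing that level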;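 note: 0% = median of the neutral control wells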
# MC4R antag cAMP: blocks human MC4R cAMP signaling; MC4R-expressing cells, MTII-stimulated cAMP, LANCE TR-FRET; inhibition, % at 6.5 µM; 360,000 tested, 0.48% active;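 active = inhibition above its plate's cutoff, the mean of tested wells on that plate plus 3 SD, cut at about 29% in these data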;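 note: 0% = Melanotan II alone and 100% = Melanotan II plus saturating MCL0020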
#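 Assay system: U2OS-MC4R stable cell line; Also added: Melanotan II; Technique: Eu-cAMP/anti-cAMP TR-FRET, emission 671 nm; Times: 30-min compound, 1-h challenge, 1-h detection, room temperature.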
# ABHD5-PLIN5 inh: blocks binding of human ABHD5 to perilipin-5 | inhibition, % at 4 µM | 360,000 tested, 0.78% active | Split G. princeps luciferase complementation, luminescence, 4 h | Q00G26+Q8WTS1 | AID 602281;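 active = inhibition above the mean inhibition across every tested compound plus 3 SD, cut at about 22% in these data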;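 note: 0% = DMSO only wells and the 100% control is not disclosed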
# Exocytosis inh: blocks lytic granule exocytosis; 360,000 tested, 0.66% active; TALL-104 LAMP-1 surface exposure, flow cytometry; cells stimulated with thapsigargin and PMA; inhibition, % at 10 µM;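 active = inhibition above about 55%, limit read from the data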
# Active calls of the source: *; . = not tested or not shown; & = joins results of further samples. Outcome played no part in choosing rows; about 4.2% have a hit in one of these screens.
SMILES,ABCB6 inh MLPCN,Cardio protect,MC4R ag barr,PDI turbidity,HTR2A ag,N-glyco inh,CaV13 ICDI inh,MC4R antag cAMP,ABHD5-PLIN5 inh,Exocytosis inh
COc1ccc(CCC(=O)OCC(=O)Nc2ccc(OC)c(OC)c2)cc1OC,96.0,3.4,0.1,6.8,-7.4,1.0,-2.3,2.1,1.0,-4.9
CCc1nnc(NC(=O)CSc2nnc(-c3ccoc3C)n2CC(C)C)s1,104.0,4.6,0.3,7.2,-3.6,-0.9,-4.6,9.3,0.7,-2.0
O=C1CCc2cc(S(=O)(=O)NC(C(=O)NCc3cccnc3)c3ccccc3)ccc2N1 (configuration not stated),106.0,9.4,-0.6,-4.0,5.6,0.2,17.6,1.7,1.4,4.8
O=C(NC(=S)N1CCCCCC1)C1CC1,104.0,-5.6,0.0,5.9,0.1,-0.7,-2.5,-8.9,-6.2,-0.5
Nc1ncnc2c1ccn2[C@H]1CN(Cc2ccc3c(c2)OCO3)C[C@@H](CO)O1,88.0,-19.0,3.4,1.1,7.3,-0.9,-4.7,-7.3,6.5,-10.8
Cc1ccc(CNS(=O)(=O)c2c(C(=O)N3CCCCC3)c(C)n(C)c2C)o1,101.0,1.3,-0.5,2.4,-1.0,1.4,-2.2,1.6,7.0,-3.0
CCN(CCNCC(O)COc1ccccc1C(C)C)c1cccc(C)c1 (configuration not stated),100.0,-20.5,16.3*,7.3,-8.3,-8.4,-18.3,7.7,3.1,41.7
CCOc1cc(C2CC(=O)c3c(ccc4ccccc34)N2)ccc1O (configuration not stated),97.0,-10.2,-1.1,1.1,1.1,-1.9,.,5.7,9.9,1.9
COc1ccccc1C(=O)Nc1ccc(C(=O)c2ccccc2)cc1,88.0,-5.2,-1.9,-8.2,-1.7,-1.0,6.1,2.0,3.9,-7.1
c1ccc(CN=C(NCc2ccccc2)NCc2ccccc2)cc1,96.0,-8.6,1.8,12.0,-5.8,0.1,-4.4,4.1,2.4,3.5
O=C1c2ccccc2C2=Nc3ccccc3SC(c3ccc(Cl)cc3)C12 (configuration not stated),96.0,-18.6,-1.1,2.8,-3.1,-4.1,-2.8,26.5,-2.6,-6.1
COc1cccc(CNC(=O)[C@H](CC(C)C)NC(=O)N2CCn3c2nc2ccccc23)c1,101.0,-4.9,0.3,0.4,4.6,0.9,-14.6,2.3,-4.7,21.9
O=C(NC1CCN(S(=O)(=O)c2ccccc2F)CC1)c1cccnc1,95.0,10.4,-2.9,6.4,-3.5,2.8,-3.8,8.6,-0.5,-7.6
Cc1ccsc1C(=O)OCC(=O)N1CCN(C(=O)c2ccco2)CC1,93.0,6.9,2.1,-7.8,0.6,0.6,-16.5,-7.7,11.0,-1.9
COc1cccc(C2CC(c3ccccc3Cl)n3nnnc3N2)c1 (configuration not stated),96.0,-0.1,-0.9,-5.1,-2.4,0.3,.,6.1,0.4,1.1
O=C(OC1CCOC1=O)c1cc(Cl)ccc1[N+](=O)[O-] (configuration not stated),87.0,-2.4,-0.7,5.5,-1.0,-0.1,-3.5,24.5,-2.5,-8.9
O=C1CCCc2c1cc(C(=O)NCc1ccco1)c(=O)n2-c1ccc(Cl)cc1,103.0,2.0,-1.9,6.0,-3.2,1.8,-4.1,0.4,7.3,-0.8
Cc1cccc(Cn2cnc3c(nnn3Cc3ccccc3F)c2=O)c1,94.0,-3.0,5.8,0.2,4.9,-4.1,-3.7,3.1,-6.4,4.5
COc1cccc(N2CCN(C(=O)c3ccc4nc[nH]c4c3)CC2)c1,99.0,5.0,-3.0,-3.5,1.2,2.2,.,6.7,-1.8,-4.8
Cc1cc(C(=O)OCC(=O)Nc2ccccc2F)c(C)o1,91.0,-2.5,-0.3,-7.0,0.2,-3.7,-4.1,11.2,0.5,-3.6
O=C(CN(Cc1ccc(F)cc1)C(=O)CCC(=O)Nc1ccccn1)NCCc1ccccc1,102.0,4.0,-3.5,-2.3,-4.7,1.0,-4.0,6.7,0.4,1.9
Cn1c(C(=O)N[C@@H](C(=O)O)c2ccccc2)cc2cc(Cl)ccc21,99.0,8.6,-2.1,-10.3,6.7,3.2,-2.4,-1.1,-2.0,-17.7
CCN(CC(=O)Nc1ccc2c(c1)OCCO2)C(=O)/C=C/c1ccc(OC)c(OC)c1,97.0,-2.5,-3.6,13.6,-3.0,0.5,-4.9,1.6,9.9,-1.7
Nn1c(SCC(=O)Nc2ccc(F)c(F)c2)nnc1C1CCCCC1,95.0,-11.0,-0.4,-2.4,0.4,6.8,-5.0,8.8,8.8,-5.2
Cc1c(Cl)cccc1-n1ccnc1SCC(=O)O,91.0,6.7,-1.9,5.5,-2.5,0.8,-4.4,-3.5,-4.3,-1.1
Cc1cccc(NC(=O)CSCC(=O)Nc2nnc(C3CC3)s2)c1,98.0,3.2,-0.8,9.1,3.6,.,-11.2,5.1,5.2,4.9
Cc1c(NC(=O)C(C)OC(=O)c2ncc(Cl)c(Cl)c2Cl)c(=O)n(-c2ccccc2)n1C (configuration not stated),105.0,8.3,-3.3,3.4,12.3,0.9,-6.0,4.0,3.5,-6.7
CCCCn1c(C)nc2c(=O)n(C)c(=O)[nH]c21,97.0,-3.9,-0.3,0.6,0.1,0.9,-5.4,7.4,-2.6,-1.0
Cc1ccc(C(=O)N2CCSC2=S)cc1,93.0,5.9,-1.7,1.2,0.8,0.0,-5.1,11.7,-0.3,3.3
C[C@H](CO)N1C[C@H](C)[C@H](CN(C)C(=O)Nc2ccc(N3CCN(C)CC3)cc2)OCc2cnnn2CCCC1=O,96.0,7.8,1.9,2.8,0.8,4.1,-3.5,14.2,4.2,-1.6
O=C(O)CCCC(=O)N1N=C(c2c(-c3ccccc3)c3cc(Cl)ccc3[nH]c2=O)CC1c1cccs1 (configuration not stated),108.0,-3.7,1.5,5.7,-2.8,-2.6,1.9,2.8,8.9,1.3
Cc1nnc(N/N=C\c2ccc(-c3cccc(C(=O)O)c3)o2)n1N,114.0,-8.4,-1.4,1.7,-5.1,6.0,-5.1,-29.4,-22.9,1.2
CC(C)(C)NC(=O)CSc1nnc(SCC(=O)NC(C)(C)C)s1,94.0,0.8,-1.5,-2.4,10.9,-0.1,-2.7,-6.9,3.4,-0.2
Cn1c(=O)c2c(nc(N3CCCCC3)n2CCCNC2=NCCCC2)n(C)c1=O,81.0,1.9,-0.3,-0.9,-1.9,1.0,0.7,0.8,1.4,-2.0
CCOc1cc(NC(=S)NCc2ccco2)c(OCC)cc1NC(=O)C1CC1,99.0,7.6,2.2,4.6,2.3,0.1,-3.7,4.3,-1.9,-4.5
CC(C)C(=O)Nc1c(-c2cccc(Cl)c2)c(=O)c2ccccc2n1C,92.0,7.8,-0.7,10.8,-1.3,4.2,-19.9,-0.1,-4.7,5.1
NS(=O)(=O)c1cccc(NC(=S)NC(=O)C23CC4CC(CC(C4)C2)C3)c1,99.0,-16.5,5.2,-5.3,1.3,6.1,-8.5,1.4,6.7,3.3
O=C(Cn1ncc(N2CCOCC2)c(Br)c1=O)c1ccc(Cl)cc1,99.0,14.8,-1.1,8.3,5.3,1.8,-5.6,2.7,1.2,-1.0
O=C(N/N=C/c1cccc2ccccc12)C(=O)N1CCCC1,106.0,-4.4,0.0,-0.2,2.0,1.0,-3.3,12.3,1.8,-5.3
CC(=O)O[C@]1(C(C)=O)CC[C@H]2[C@@H]3C[C@H](C)C4=CC(=O)CC[C@]4(C)[C@H]3CC[C@@]21C,97.0&102.0,6.6&6.5,-0.7&-0.1,-9.3&-1.9,1.5&-1.7,-1.8&-1.5,-5.0&-5.0,3.6&0.6,6.0&-1.5,2.3&-9.8
O=C(COC(=O)c1ccccc1Br)NCCC1=CCCCC1,96.0,-3.1,-0.1,1.1,1.3,-1.5,1.0,9.6,-6.6,0.9
CN(c1ccccc1)S(=O)(=O)c1ccc(C(=O)N2CCN(c3ccccc3)CC2)cc1,93.0,6.8,-1.1,11.0,-4.7,-3.6,-12.0,1.7,-4.4,25.6
Cc1ccc(-n2nnnc2SCC(=O)c2cc(C)n(-c3cc(C)on3)c2C)c(C)c1,95.0,-0.7,-1.8,-9.6,-6.2,5.7,-7.4,10.0,-5.1,-2.2
CC(=O)c1cccc(NC(=O)NNC(=O)c2ccc3ccccc3c2)c1,101.0,-3.7,0.2,-4.8,-2.2,.,.,0.9,10.6,0.2
Cc1cc(=O)n(CCO)c(O)c1C#N,92.0,0.3,-0.7,1.7,0.2,2.5,-3.9,3.5,-1.2,-1.5
CCOc1ccc(CCNC(=O)C2CCCN(c3nn4c(=O)cc(C)nc4s3)C2)cc1OCC (configuration not stated),101.0,9.1,0.1,8.5,1.4,1.2,.,4.9,2.7,2.2
Cc1cc(F)ccc1S(=O)(=O)N1CCCOC1CNC(=O)C(=O)NCc1cccnc1 (configuration not stated),90.0,3.8,-3.6,0.2,5.8,1.1,-5.6,3.9,-0.8,-0.1
O=C(Oc1ccc(-c2nnco2)cc1)N1CCOCC1,90.0,2.6,-0.3,-1.9,4.1,1.6,-3.4,4.4,-0.2,2.2
CC(c1ccccc1)C(NC(=O)OCC1c2ccccc2-c2ccccc21)C(=O)O (configuration not stated),96.0,6.1,-0.1,7.5,2.0,-0.1,-10.4,3.9,1.4,0.5
CC1CCN(S(=O)(=O)N2CCC(C(=O)NCc3ccc4c(c3)OCO4)CC2)CC1,96.0,-0.4,-2.5,-0.8,-2.2,-1.4,-2.2,10.9,-6.7,2.9
CCOc1ccc(N(CC(=O)Nc2ccc(C)cc2)S(=O)(=O)c2c(C)[nH]c(=O)[nH]c2=O)cc1,97.0,-1.8,-0.2,4.1,-7.3,1.6,-4.5,-2.5,0.8,-2.8
CN(C)S(=O)(=O)c1ccc(C(=O)NC2CCCc3ccccc32)cc1 (configuration not stated),93.0,13.6,-2.2,1.4,-2.6,-0.1,-10.7,6.4,2.0,-0.8
COc1ccc2c(-c3ccccc3)cc(SCC(=O)N(C)C)nc2c1,98.0,-7.6,1.7,0.8,2.9,-5.1,4.9,10.7,4.8,1.6
COc1c2ccccc2nn1C(C)C,96.0,.,.,.,-2.8,.,-4.4,.,-2.6,-10.9
O=C(Cc1c(F)cccc1Cl)Nc1ccccc1N1CCCCC1,100.0,-16.1,-0.1,2.2,4.4,-6.1,-4.0,4.2,-3.7,4.3
CCOC(=O)c1c(S(=O)(=O)Nc2ccc(F)cc2C)c(C)n(C)c1C,97.0,-1.8,-0.3,-1.7,-1.0,-0.8,-7.1,4.2,-5.9,-0.9

# 2 of the compounds above, with each value named.
CCOc1ccc(CCNC(=O)C2CCCN(c3nn4c(=O)cc(C)nc4s3)C2)cc1OCC (configuration not stated)
  ABCB6 inh MLPCN = 101.0; Cardio protect = 9.1; MC4R ag barr = 0.1; PDI turbidity = 8.5; HTR2A ag = 1.4; N-glyco inh = 1.2; CaV13 ICDI inh = .; MC4R antag cAMP = 4.9; ABHD5-PLIN5 inh = 2.7; Exocytosis inh = 2.2

Cc1cc(F)ccc1S(=O)(=O)N1CCCOC1CNC(=O)C(=O)NCc1cccnc1 (configuration not stated)
  ABCB6 inh MLPCN = 90.0; Cardio protect = 3.8; MC4R ag barr = -3.6; PDI turbidity = 0.2; HTR2A ag = 5.8; N-glyco inh = 1.1; CaV13 ICDI inh = -5.6; MC4R antag cAMP = 3.9; ABHD5-PLIN5 inh = -0.8; Exocytosis inh = -0.1
